All columns: NCI-60 one-dose screen, growth in % after 48 h at 10 µM unless noted; 100 = growth as untreated, 0 = no growth, -100 = all killed.
SK-MEL-28 = SK-MEL-28 melanoma. AID 1794761. 4.1% of 81,000 active
EKVX = EKVX NSCLC. 3% of 71,000 active
UACC-257 = UACC-257 melanoma | AID 1794764 | 4.4% of 78,000 active
A549/ATCC = A549/ATCC NSCLC; 3.7% of 81,000 active
HOP-92 = HOP-92 NSCLC cells | 6.3% of 71,000 active
SK-MEL-5 = SK-MEL-5 melanoma. AID 1794755. 6.4% of 80,000 active
UACC-62 = UACC-62 melanoma; 5.4% of 81,000 active; AID 1794756
M14 = M14 melanoma; 6.2% of 80,000 active; AID 1794745
Starred values were filed as active, the others as inactive; . = no result given; & = joins results of further samples; [ ] = another dose, or the depositor's remark. How the source made its calls: active means growth percent below 10; inactive means the rest.

entry | mol | SK-MEL-28 | EKVX | UACC-257 | A549/ATCC | HOP-92 | SK-MEL-5 | UACC-62 | M14
1 | O=S(=O)(c1ccccc1)c1cc2c(nc1OCc1ccccc1)-c1cnn(-c3ccc(Cl)cc3)c1CC2 | 103 | . | 94 | 90 | 86 | 99 | 84 | 100
2 | C1=CC2CCC1CC2c1ccccc1 (stereo not drawn) | 110 | . | 99 | 102 | 86 | 101 | 106 | 106
3 | CC(=O)/C=N/Nc1ccccc1 | 111 | 113 | 102 | 101 | 100 | 106 | 98 | .
4 | O=C(NCc1ccc(Cl)cc1Cl)C1CC(=O)N(C(=O)Nc2ccc(Cl)nc2)C1 (stereo not drawn) | 95 | 97 | 92 | 93 | 69 | 104 | 84 | 89
5 | N=C(N)c1ccc(-c2ccc(-c3ccc(-c4cccs4)s3)s2)cc1F | 101 | 99 | 102 | 15 | 95 | 97 | 97 | 99
6 | O=S(=O)(NCCCNc1nccc(-c2c(-c3ccc(F)c(O)c3)nc3occn23)n1)c1ccc(Cl)cc1 | 30 | 66 | 34 | 72 | 69 | 33 | 12 | 20
7 | O=C(Cc1ccccc1)NC/C=N/O | 117 | 103 | 94 | 95 | 95 | 107 | 112 | 99
8 | Cc1nc2nc3sc(C)c(C)c3c(=O)n2[nH]1 | 127 | 101 | 103 | 101 | 95 | 114 | 102 | 106
9 | Cc1c(C(=O)NCCN2CCOCC2)cn2ncnc(Oc3ccc(NC(=O)Nc4ccc(Cl)c(C(F)(F)F)c4)cc3)c12 | 16 | 25 | 24 | 13 | 7.3* | 6.5* | 15 | 3.7*
10 | CN(C)c1oc(C2OC2c2cccc3ccccc23)nc1C#N (stereo not drawn) | 95 | 95 | 73 | 89 | 89 | 102 | 79 | 122
11 | CCSc1nc(-c2ccco2)n2nc(-c3cccs3)cc2n1 | 117 | 89 | 113 | . | 82 | 82 | 83 | 121
12 | O=C(Cn1cc(COn2nnc3ccccc32)nn1)Nc1ccccn1 | 103 | 106 | 102 | 103 | 110 | 100 | 93 | 103
13 | O=C(O)c1ccc(-n2cc(C(c3oc(CO)cc(=O)c3O)c3oc(CO)cc(=O)c3O)c(-c3ccc(F)cc3)n2)cc1 | 100 | 101 | 102 | 103 | 99 | 99 | 94 | 100
14 | CCOC(=O)[C@@H]1CCCN(S(=O)(=O)c2ccc(S(=O)(=O)N(CC)CC)c(F)c2)C1 | 93 | 47 | 61 | 86 | 67 | 19 | 59 | 76
15 | Nc1c(Cl)cc(/C=C2\C=Cc3ccccc32)cc1Cl | 114 | 94 | 98 | 93 | 100 | 105 | 106 | 105

Quoted at random: 4 records from the list.
entry | mol | SK-MEL-28 | EKVX | UACC-257 | A549/ATCC | HOP-92 | SK-MEL-5 | UACC-62 | M14
11 | CCSc1nc(-c2ccco2)n2nc(-c3cccs3)cc2n1 | 117 | 89 | 113 | . | 82 | 82 | 83 | 121
6 | O=S(=O)(NCCCNc1nccc(-c2c(-c3ccc(F)c(O)c3)nc3occn23)n1)c1ccc(Cl)cc1 | 30 | 66 | 34 | 72 | 69 | 33 | 12 | 20
12 | O=C(Cn1cc(COn2nnc3ccccc32)nn1)Nc1ccccn1 | 103 | 106 | 102 | 103 | 110 | 100 | 93 | 103
15 | Nc1c(Cl)cc(/C=C2\C=Cc3ccccc32)cc1Cl | 114 | 94 | 98 | 93 | 100 | 105 | 106 | 105

Arranged by molar mass (rising): four of the compounds above.
entry | mol | SK-MEL-28 | EKVX | UACC-257 | A549/ATCC | HOP-92 | SK-MEL-5 | UACC-62 | M14
3 | CC(=O)/C=N/Nc1ccccc1 | 111 | 113 | 102 | 101 | 100 | 106 | 98 | .
8 | Cc1nc2nc3sc(C)c(C)c3c(=O)n2[nH]1 | 127 | 101 | 103 | 101 | 95 | 114 | 102 | 106
5 | N=C(N)c1ccc(-c2ccc(-c3ccc(-c4cccs4)s3)s2)cc1F | 101 | 99 | 102 | 15 | 95 | 97 | 97 | 99
4 | O=C(NCc1ccc(Cl)cc1Cl)C1CC(=O)N(C(=O)Nc2ccc(Cl)nc2)C1 (stereo not drawn) | 95 | 97 | 92 | 93 | 69 | 104 | 84 | 89

Next results follow.
entry | mol | SK-MEL-28 | EKVX | UACC-257 | A549/ATCC | HOP-92 | SK-MEL-5 | UACC-62 | M14
16 | Cc1ccc(-c2nc(C#N)c(N3CCN(S(=O)(=O)c4ccc(C)cc4)CC3)o2)cc1 | 109 | 93 | 113 | 93 | 109 | 99 | 82 | 107
17 | OC(CC1CCCCN1)c1cc(C(F)(F)F)nc2c(C(F)(F)F)cccc12 (stereo not drawn) | 108 | 92 | 88 | 87 | 56 | 83 | 77 | 96
18 | COc1cc(C2=NN(C=O)C(c3cccc(Nc4ccnc5cc(Cl)ccc45)c3)C2)cc(OC)c1OC (stereo not drawn) | 91 | 79 | 73 | 62 | 54 | 68 | 96 | 64
19 | CC(=O)c1c(O)c2ccc(Cl)cc2[nH]c1=O | 114 | 99 | 99 | 99 | . | 108 | 99 | 90
20 | Clc1ccc(C2=N[C@H]3CCC[C@@H]3N(c3ccccc3)C(C(Cl)Cl)=N2)cc1 | 90 | 93 | 98 | 97 | 105 | 99 | 100 | 89
21 | CCOc1ccc(NC(=S)n2c(=O)cc(C)c3ccc(O)cc32)cc1 | 115 | 107 | 105 | 105 | . | 101 | 95 | 100
22 | O=C(N/N=C\c1ccc([N+](=O)[O-])cc1)C(=O)N/N=C\c1ccc([N+](=O)[O-])cc1 | 109 | 100 | 97 | 98 | 100 | 111 | 98 | 106
23 | O=C(N/N=C/c1cc2ccccc2n2nnnc12)Nc1ccccc1 | 113 | 98 | 111 | 98 | 105 | 101 | 100 | 102
24 | COc1ccc(C2NCc3c(nc4c(c(C)nn4-c4ccccc4)c3-c3ccc(Cl)cc3)N2)cc1 (stereo not drawn) | 109 | 76 | 85 | 82 | 89 | 99 | 93 | 94
25 | CCCCNc1ccc(-c2ccc(NCCCC)cc2)cc1 | 72 | . | 71 | 62 | 98 | -41* | 43 | 72
26 | COc1nc2ccccc2n2c1nc1ccccc12 | 114 | 79 | 100 | 95 | 90 | 96 | 95 | 110
27 | CCOC(=O)CC(=O)C1CC1 | 106 | . | 107 | 106 | 109 | 102 | 103 | 99
28 | O=C(N/N=C\c1ccc(Cl)cc1)c1ccc2nc(-c3ccc(Br)cc3)[nH]c2c1 | -15* | 0.3* | 3.9* | -52* | -3.7* | 22 | 8.2* | -46*
29 | COc1cc2c(cc1OCCCCCCN1CCN(CC(=O)Nc3ccc(Cl)cc3C(=O)c3ccccc3Cl)CC1)N=CC1CCCN1C2=O (stereo not drawn) | -86* | -93* | . | -93* | . | -100* | -99* | -67*
30 | N#Cc1c(-c2ccc(Br)cc2)n2c(nc1=O)NNCC2=O | 107 | 103 | 110 | . | 104 | 104 | 95 | 104
31 | N[C@@H]1CCN(C(=O)c2cc3cc(Cl)c(F)c(F)c3[nH]2)C1 | 105 | 87 | 100 | 94 | 74 | . | 104 | 90
32 | O=C(NNc1ccc(-c2ccccc2)nn1)c1ccccc1 | 105 | 95 | 103 | 106 | 92 | 102 | 97 | 99
33 | CSc1nc2sc3c(c2c(=O)n1-c1ccc([N+](=O)[O-])cc1)CCCCC3 | 105 | 86 | 91 | 81 | 95 | 96 | 87 | 95
34 | O=C(NCCN1CCOCC1)n1cc(-c2ccncc2)c(-c2ccc(Cl)c(O)c2)n1 | 92 | 119 | 101 | 107 | . | 99 | 63 | 75
35 | CCN(CC)CCC(C(=O)O)(c1ccccc1)c1ccccc1 | 109 | 96 | 113 | 110 | 101 | 104 | 98 | 97
36 | COc1cc2c(cc1OC)C(c1ccccc1[N+](=O)[O-])=NCC2 | 111 | . | . | 95 | . | 102 | 87 | 105
37 | CCCCCCCCc1ccc(C(=O)Nc2ccc(C)cc2C(=O)O)cc1 | 108 | 78 | 96 | 67 | 10 | 87 | 88 | 104
38 | COC(=O)c1ccc(N)c2c(N)ccc(C(=O)OC)c12 | 106&109 | 93 | 102 | 96&104 | 105&97 | 99&101 | 88&108 | 105&104
39 | Cc1cc(C)n(Cc2ccccc2)c(=O)c1C#N | 108 | 100 | 98 | 97 | 92 | 103 | 97 | 99
40 | COc1cc2oc(-c3cccc(C(=O)Nc4ccc(Cl)cc4)c3)cc(=O)c2c(OC)c1OC | -9.2* | 48 | -7.2* | 24 | -2.2* | -60* | -9.9* | -18*
41 | CC1=CC(c2cccc(Cl)c2)C(=O)/C1=C\c1cn(CCCn2cc(/C=C3/C(=O)C(c4cccc(Cl)c4)C=C3C)c3ccccc32)c2ccccc12 (stereo not drawn) | 134 | 106 | 108 | 89 | 76 | 100 | 107 | 91
42 | Nc1nc(Nc2ccc(Cl)cc2)c2cc[nH]c(=O)c2n1 | 125 | 103 | 118 | 90 | . | 115 | 110 | 110
43 | O=C1OC2Oc3ccccc3C(O)=C2C=C1c1ccc(F)cc1 (stereo not drawn) | 110 | 96 | 118 | 116 | 40 | 108 | 106 | .
44 | c1ccc(SC(c2ccccc2)c2ccccc2)cc1 | 103 | 94 | 74 | 67 | 80 | 103 | 89 | 103
45 | CCOC(=O)c1ccc(C(=O)O)cc1OC | 105 | 108 | 96 | 97 | 100 | 94 | 96 | 100
46 | CCCCCCN(N)C(=O)CC#N | 107 | 94 | 118 | 109 | 111 | 103 | 104 | 98
47 | COc1cc(-c2nc(-c3ccccc3)[nH]c2-c2ccnc(NCCCNS(=O)(=O)c3cccc(F)c3)n2)ccc1F | 100 | 81 | 115 | 87 | 134 | 92 | 100 | 93
48 | COC1=CC(c2ccc[nH]2)=N/C1=C\c1[nH]c(C)c(C(=O)CCC(=O)Oc2ccc3c(c2)CCC2C3CC[C@]3(C)[C@@H](O)CC[C@@H]23)c1C (stereo partly drawn) | 41 | . | 82 | -11* | -45* | -84* | -42* | -51*
49 | Cc1ccc(C23CCC(=O)N2CCc2cncn23)cc1 (stereo not drawn) | 106 | 104 | 100 | 97 | 87 | 99 | 96 | 101
50 | O=C(NNc1ccccc1)C1CCC(=O)N1Cc1ccccc1 (stereo not drawn) | 100 | 92 | 107 | 99 | 99 | 112 | 67 | 74
51 | O=C(Nc1ncnc2nc[nH]c12)c1ccco1 | 120 | 98 | 96 | 94 | 106 | 100 | 94 | 98
52 | CC(C)C1=CC2=CC[C@@H]3C(C)(C)C(=O)[C@@H](O)C[C@@]3(C)[C@@H]2CC1 | 113 | 98 | 102 | 101 | 104 | 105 | 97 | 98
53 | C=CCSCC1Nc2cc(Cl)c(S(N)(=O)=O)cc2S(=O)(=O)N1 (stereo not drawn) | 115 | 87 | 106 | 104 | 126 | 96 | 101 | 108
54 | Cn1c(N2CCOCC2)nc(-c2ccco2)c(C#N)c1=O | 101 | 96 | 30 | 105 | 106 | 98 | 96 | 103
55 | C[C@]12CCC(=O)C=C1CC[C@@H]1[C@@H]2[C@@H](O)C[C@@]2(C)[C@H]1CC[C@@]21OCC1=O | 113 | 106 | 102 | 94 | 98 | 114 | 105 | 98
56 | COc1cc(/C=C/C(=O)c2c(C)n([O-])c3cc(C)c(C)cc3[n+]2=O)cc(OC)c1OC | 73 | 79 | 100 | 66 | 41 | 59 | 64 | 49
57 | OCC=C1CCCCCC1 | 105 | . | . | 93 | . | 100 | 104 | 100
58 | COc1ccc(CCNc2nc3c(c(=O)n(Cc4ccc(Cl)cc4)c(=O)n3C)n2C)cc1OC | 105 | 88 | 102 | 96 | 104 | 84 | 81 | 112
59 | Cc1ccc(/C=C2\SC(=S)NC2=O)s1 | 99 | 87 | 109 | 88 | 88 | 98 | 93 | 98
60 | COc1ccc(/C=N/NC(=O)CN2C(=O)NC3NC(=O)NC32)cc1 (stereo not drawn) | 109 | 99 | 109 | 102 | 117 | 100 | 91 | 104
61 | CC(C)CN1CCN(CCCOC(=O)Nc2cccc3ccccc23)CC1C (stereo not drawn) | 101 | 106 | 112 | 104 | 76 | 107 | 95 | 102
62 | O=[N+]([O-])c1ccc(NC(c2ccccc2)c2ccc3cccnc3c2O)cc1 (stereo not drawn) | 28 | 20 | -4.9* | 14 | 63 | -1.0* | -4.1* | 8.9*
63 | COC(=O)[C@H](Cc1cn(C)cn1)NC(=O)[C@H](CC(C)C)NC(=O)Nc1cc(C(F)(F)F)cc(C(F)(F)F)c1 | -100*[100 µM] | . | . | . | -98*[100 µM] | -95*[100 µM] | -99*[100 µM] | -95*[100 µM]
64 | C[C@H](NC(=O)OC(C)(C)C)c1ncc[nH]1 | 108 | 107 | 95 | 96 | 98 | 108 | 94 | 104
65 | COc1cc(C2CC(=O)NC3=NC(=O)N(c4ccccc4)C32)cc(OC)c1OC (stereo not drawn) | 111 | 95 | . | 74 | 104 | 98 | 97 | 92
66 | CCOc1ccc(/C=N/Nc2nc3ccccc3s2)cc1OCC | 84 | 58 | 82 | 72 | 15 | 68 | 75 | 105
67 | CCOC(=O)C(Br)C(Br)c1cccc([N+](=O)[O-])c1 (stereo not drawn) | 99 | 103 | 72 | 87 | 103 | 97 | 70 | 88
68 | C#Cc1cccc(NC(=O)Nc2ccccc2NC(=O)CCl)c1 | -10*[8.25 µM] | 72[8.25 µM] | -13*[8.25 µM] | 10[8.25 µM] | -31*[8.25 µM] | -95*[8.25 µM] | -94*[8.25 µM] | -22*[8.25 µM]
69 | O=C1CC(n2[nH]c(=O)ccc2=O)C2CO[C@@H]1O2 (stereo partly drawn) | 98 | . | 93 | 92 | 95 | 97 | 110 | 93
70 | Cc1ccc2c(n1)C[C@H](C#N)CC[C@@H]2C | 100 | 96 | 107 | 101 | 103 | 101 | 96 | 97
71 | Cc1ccc(-c2nc(SCC(=O)Nc3nc(-c4ccc(Cl)cc4)cs3)[nH]c(=O)c2C#N)cc1 | 108 | 101 | 88 | 87 | -13* | 102 | 90 | 92
72 | C[n+]1ccc2[nH]c3ccccc3c2c1 | 97 | 88 | 110 | 104 | 96 | 92 | 107 | 89
73 | Cn1c(=O)ccc2c(=O)c3c(ccc4ccccc43)oc21 | 116 | 55 | 108 | 77 | 129 | 92 | 98 | 109
74 | Cc1nnc(/N=C2\NC(=O)/C(=C/c3cccnc3)S2)s1 | 109 | 99 | 114 | 99 | 119 | 106 | 107 | 101

From PubChem
